High-throughput results deposited in PubChem by several laboratories.
EBV gp42 block: inhibitors of Epstein-Barr virus glycoprotein 42; Fluorescence polarization binding assay, mP read-out; inhibition, % (tested at 21.74 µM); actives 0.42% (n = 220,000); AID 1085; in the data active = inhibition above about 50%
Target sequence (Q1HVG2 whole entry, looked up): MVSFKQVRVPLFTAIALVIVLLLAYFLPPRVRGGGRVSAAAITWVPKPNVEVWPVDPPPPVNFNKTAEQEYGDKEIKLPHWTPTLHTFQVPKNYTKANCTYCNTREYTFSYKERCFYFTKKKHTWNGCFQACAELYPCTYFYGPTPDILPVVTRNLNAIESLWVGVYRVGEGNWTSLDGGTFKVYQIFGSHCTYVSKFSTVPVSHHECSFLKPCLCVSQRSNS
Furin inh: inhibitors of human furin. P09958. purified furin, fluorogenic substrate cleavage. inhibition, % at 30 µM. actives 0.061% (n = 220,000). AID 463115; in the data active = inhibition above about 25%; also: inactives centre near -15
eIF4E-4G inh: eIF4E/eIF4G interaction inhibition in translation initiation | actives 0.37% (n = 220,000) | P63073+Q04637 | inhibition, % at 21.7 µM | AID 782 | TR-FRET eIF4E-eIF4GI(517-606) binding, 2 h;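 also: 0% = full FRET control wells and 100% = background wells lacking eIF4GI fragment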
KLK5 inh: blocks human kallikrein 5 protease activity | Q9Y337 | recombinant hK5, fluorogenic AMC substrate cleavage | inhibition, % at 5 µM | actives 0.59% (n = 210,000);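 active = inhibition of 40% or more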;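 also: 0% = enzyme controls without compound and 100% = no-enzyme blanks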
NCF1 inh: inhibitors of human p47phox binding | p47phox/p22phox peptide binding, fluorescence polarization, 2 h | P14598 | inhibition, % at 24.7 µM | actives 0.53% (n = 220,000);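 also: 0% = p47phox with labelled peptide and 100% = labelled peptide alone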
Target sequence (P14598 whole entry, looked up): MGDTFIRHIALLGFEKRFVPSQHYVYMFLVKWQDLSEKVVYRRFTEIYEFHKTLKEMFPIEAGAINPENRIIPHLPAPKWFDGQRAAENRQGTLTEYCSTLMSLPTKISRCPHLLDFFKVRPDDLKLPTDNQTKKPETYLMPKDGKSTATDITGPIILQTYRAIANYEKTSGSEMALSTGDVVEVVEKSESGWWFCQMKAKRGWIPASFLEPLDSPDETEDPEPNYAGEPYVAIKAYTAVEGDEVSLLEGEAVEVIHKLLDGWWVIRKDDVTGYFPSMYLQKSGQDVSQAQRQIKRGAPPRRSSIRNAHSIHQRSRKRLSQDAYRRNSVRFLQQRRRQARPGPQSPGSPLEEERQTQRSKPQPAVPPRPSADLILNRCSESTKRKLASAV
Thrombin inh: inhibitors of human thrombin | AID 1046 | P00734 | alpha-thrombin, Boc-VPR-AMC fluorogenic substrate cleavage | inhibition, % at 5 µM | actives 0.26% (n = 220,000);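 active = inhibition at or above 40%; inactive = inhibition below 40%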;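 also: 0% = enzyme with no compound and 100% = wells without enzyme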
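Material: human alpha-thrombin enzyme / Medium: pH 7.5 Tris (50 mM) with NaCl 150 mM, Tween 20 0.05% / Compound: single-point dosing at 5 µM, 0.2% DMSO / Incubation: enzyme reaction carried out at room temperature / Detection: AMC fluorescence, 355/460 nm / Read-out basis: percent inhibition scaled between no-compound controls and no-enzyme blanks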
KCC2 mod: KCC2 (human) Cl- transport modulation; KCC2 cells, thallium flux FluoZin-2 fluorescence; B-score of Tl+ flux slope (higher = more flux/activation; lower = inhibition) at 10 µM; actives 2.2% (n = 190,000); AID 1456;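 active = thallium flux slope and its plate-corrected score both differing from the plate sample mean at a set confidence after two filtering rounds, in either direction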;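 also: slope of fluorescence scaled to starting intensity during 10 to 20 s after thallium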
Rad51 HR inh: Rad51 (human) homologous recombination inhibition; Q06609; hRad51 DNA strand exchange, fluorescence dequenching; inhibition, % at 10 µM; actives 0.085% (n = 200,000);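 active = inhibition above 40% at the single screening dose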;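 also: 0% = DMSO control wells and 100% = blanks with heterologous ssDNA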
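Material: human Rad51–ssDNA filaments; Probe or stimulus: labelled 47-mer dsDNA for strand exchange; Doses: single 10 µM dose; Incubation: 37 °C 15-min filament assembly, 30-min compound preincubation, 15-min exchange; Technique: FRET fluorescence dequenching, excitation 485 nm, emission 520 nm; Measure: Fluorescence-based percent inhibition, control- and blank-normalised; Benchmarks: plate control and blank wells.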
14-3-3 Bad PPI: disrupts binding of bovine 14-3-3 zeta to phospho-Bad peptide. actives 0.71% (n = 220,000). TR-FRET 14-3-3zeta/Dy647-pBad peptide displacement, 1 h. AID 781. inhibition, % at 21.7 µM. P63103;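 active = inhibition above about 70%, limit read from the data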;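 also: 0% = full 14-3-3 plus peptide FRET controls and 100% = background without 14-3-3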
Target sequence (P63103 whole entry, looked up): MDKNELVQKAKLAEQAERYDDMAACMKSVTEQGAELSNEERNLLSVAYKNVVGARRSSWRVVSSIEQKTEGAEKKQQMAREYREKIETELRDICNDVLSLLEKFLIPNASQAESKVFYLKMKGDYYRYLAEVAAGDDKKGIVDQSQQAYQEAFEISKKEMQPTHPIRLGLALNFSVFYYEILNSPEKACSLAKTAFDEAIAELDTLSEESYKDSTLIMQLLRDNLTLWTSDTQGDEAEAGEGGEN
Starred values were filed as active, the others as inactive; / = no result given; & = joins results of further samples; [ ] = remark or other dose.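 The calls were made as follows, unless noted: active = inhibition above about 30% (limit read from the data); inactive = the rest.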

SMILES	EBV gp42 block	Furin inh	eIF4E-4G inh	KLK5 inh	NCF1 inh	Thrombin inh	KCC2 mod	Rad51 HR inh	14-3-3 Bad PPI
CC(=O)c1ccc(Nc2ncnc3c2oc2ccccc23)cc1	-20	-13	-7	-1	-5	1	/	4	72*
CN1CCN(Cc2c(O)ccc3c(-c4ccccc4)cc(=O)oc23)CC1	-7	-13	0	0	-1	-4	0.91	3	2
CC(C(=O)N=Nc1c(O)n(C)c2ccc(Br)cc12)n1cnc2ccccc2c1=O (stereo not drawn)	-10	-22	1	2	0	4	-0.2	15	-25
CCOc1ccc2[nH]c(=O)c(C(c3nnnn3C3CCCCC3)N3CCN(C)CC3)cc2c1 (stereo not drawn)	-9	-32	1[fluorescence artefact?]	-32	-27	2	0.41	/	-10
CC(=O)Nc1cc(S(=O)(=O)C(F)(F)F)ccc1Cl	-12	-7[20 µM]	7	4	-8	-1	/	1	9
O=C(CCS(=O)(=O)Cc1ccccc1)N1CCc2ccccc2C1	-14	-23[20 µM]	-1	-10	-13	2	-0.39	0	-5
O=C(COC(=O)c1cncc(Br)c1)NCc1ccc(Cl)cc1	-2	-12	9	29	-5	-8	-0.29	-10	-4
C[C@@H](C(=O)Nc1ccc2ccccc2c1)[C@H]1C[C@]1(C)[C@H](NC(=O)OCc1ccccc1)c1ccccc1	-6	-6	-2	0	-13	4	-0.48	-10	-7
CCOC(=O)N1CCC(NC(=O)c2ccc3c(c2)N(Cc2ccccc2)CCS3)CC1	6	-29	0	-20	1	-8	-1.9	7	-5
Cc1ncc([N+](=O)[O-])n1Cc1cccc(F)c1	9	-8	11	-3	-1	-9	/	7	2
O=C(Nc1cc(Br)ccc1O)c1cnn2c(C(F)F)cc(C3CC3)nc12	-7	-7	7	1	-40	-7	-0.75	-1	19
COc1ccc(CC(=O)Nc2nc(-c3cc(OC)ccc3OC)cs2)cc1	-10	-20	9	-9	-27	-9	0.42	6	-6
O=c1c2cc(F)ccc2[nH]c(=S)n1CCCN1CCOCC1	-9	-21[20 µM]	-4	2	-17	-14	6.4*	-5	1
COc1ccc(OC)c(NC(=O)CN(C)S(=O)(=O)c2ccc(Cl)cc2)c1	-16	-30	-1	-2	-2	9	-0.022	8	-2
Cc1cc(NCCO)nc(N2CCOCC2)n1	-3	-11[20 µM]	1[fluorescence artefact?]	-3	-1	-2	0.99	-5	-5
O=C(O)c1cccc(NC(=O)c2cn(-c3ccccc3)nc2-c2ccncc2)c1	-2	-14	-4	-12	-3	-6	1.2	15	-4
COc1ccc(CNC(=O)CN(Cc2cccs2)C(=O)CCC(=O)Nc2ccccn2)cc1	-13	-24	-4	1	-5	1	/	11	-4
CS(=O)(=O)c1ccc(C(=O)OCC(=O)NC(=O)C2CCCCC2)cc1[N+](=O)[O-]	-5	-21	-2	1	-2	-4	-0.29	-2	3
Cc1cc2c(c(=O)n1Cc1cccnc1)C(c1ccc(F)cc1)C(C#N)=C(N)O2 (stereo not drawn)	-8	-7	-4[fluorescence artefact?]	-9	-6	-16	-0.049	6	-6[fluorescence artefact?]
OCCN1CCOCCN(CCO)CCN(CCO)CC1	-10	-14	-3[fluorescence artefact?]	-259	0	-11	/	-9	-5

Arranged by length of the SMILES (low to high): some entries from above.
SMILES	EBV gp42 block	Furin inh	eIF4E-4G inh	KLK5 inh	NCF1 inh	Thrombin inh	KCC2 mod	Rad51 HR inh	14-3-3 Bad PPI
OCCN1CCOCCN(CCO)CCN(CCO)CC1	-10	-14	-3[fluorescence artefact?]	-259	0	-11	/	-9	-5
Cc1ncc([N+](=O)[O-])n1Cc1cccc(F)c1	9	-8	11	-3	-1	-9	/	7	2
O=C(O)c1cccc(NC(=O)c2cn(-c3ccccc3)nc2-c2ccncc2)c1	-2	-14	-4	-12	-3	-6	1.2	15	-4

The listing picks up with the two entries that preceded the break.
SMILES	EBV gp42 block	Furin inh	eIF4E-4G inh	KLK5 inh	NCF1 inh	Thrombin inh	KCC2 mod	Rad51 HR inh	14-3-3 Bad PPI
Cc1cc2c(c(=O)n1Cc1cccnc1)C(c1ccc(F)cc1)C(C#N)=C(N)O2 (stereo not drawn)	-8	-7	-4[fluorescence artefact?]	-9	-6	-16	-0.049	6	-6[fluorescence artefact?]
OCCN1CCOCCN(CCO)CCN(CCO)CC1	-10	-14	-3[fluorescence artefact?]	-259	0	-11	/	-9	-5
Cc1ccc(-c2cc(C(=O)O)c3ccccc3n2)c(C)c1	4	-9	-1	0	-28	-4	-0.58	2	-11
COC(=O)COc1ccc(S(=O)(=O)NCc2cccnc2)cc1	1	-14[20 µM]	5[fluorescence artefact?]	-1	-2	1	2.5	0	-4
COc1ccccc1C(=O)NC(=Nc1nc2ccccc2o1)NC(=O)c1ccccc1OC	-6	-12[20 µM]	1	-1	-6	-10	-3.3	-8	0
Cc1ccc(C(=O)OCC(=O)Nc2ncc(C(F)(F)F)cc2Cl)cc1NC(=O)c1ccco1	12	-1[20 µM]	3	-2	-16	-6	/	0	-9
Cc1sc2ncnc(Oc3ccc(-n4ccnc4)cc3)c2c1C	-15	-10	1	-25	2	0	-2.3	9	11
O=C(c1ccc(F)cc1)N1CCC(c2ccccc2)C1 (stereo not drawn)	-13	-19	6	0	-8	2	-0.46	11	-7
CCc1ccc(CN(C)C(=O)CCc2nc3ccccc3n(-c3ccc(OC)cc3)c2=O)cc1	-11	-9	6	4	/	-2	-0.41	/	5
CN(C)S(=O)(=O)c1ccc2[nH]cc(/C=C/c3nc4ccccc4c(=O)n3-c3ccccc3)c2c1	-13	-12[20 µM]	-15	7	-39	5	-0.05	11	-7[fluorescence artefact?]
CC(NC(=O)c1cccc(C(F)(F)F)c1)C(c1ccccc1)N1CCOCC1 (stereo not drawn)	-18	-26	2	-2	-5	/	-0.034	-2	-2
COc1ccc(C(CC(=O)NCc2ccccc2)Sc2n[nH]c(-c3ccc(Cl)cc3)n2)cc1 (stereo not drawn)	3	-6	0	15	2	-1	-0.0055	1	-5
Cc1ccc2c(c1)NC(=O)C(CC(=O)NCCN(CC(C)C)CC(C)C)O2 (stereo not drawn)	-15	-26	0	-32	-5	-9	-0.83	12	4
COc1ccc(-c2cn(-c3ccc(Cl)cc3)c3[n+]2CCCCC3)cc1	-5	-21	0	4	-2	-3	1.5	/	-1
O=C1C=C(Nc2ccc(O)cc2)C(=O)c2ccccc21	-12	-16	0	-4	2	0	-1	14	1
CCOC(=O)C1=C(CSc2nccn2C)NC(=O)NC1c1cc(C)ccc1C (stereo not drawn)	-1	-20[20 µM]	4	8	-11	0	-0.079	0	-5
O=[n+]1c2c(n([O-])c3cc(F)c(N4CCCC4)cc31)CCCC2	101*	-7	-7[fluorescence artefact?]	17	-22	-6	/	-26	-5
CCOC(=O)N1CCN(C(=O)CSc2nnc(C3COc4ccccc4O3)o2)CC1 (stereo not drawn)	1	-5	3	-5	2	2	/	-7	4
CC(C)N1CCN(Cc2nc3c(s2)CCCC3)CC1CCO (stereo not drawn)	-1	-25	3	-1	-2	0	0.12	-1	-7
Cc1oc(C(=O)O)cc1CSCc1ccoc1C(=O)O	-4	-16	1	-2	-8	-5	/	-5	39
COc1cccc(-n2ccnc2SCC(=O)N2CCCc3ccccc32)c1	-10	-11	5	-6	-7	-4	-1.4	6	4[fluorescence artefact?]
COc1ccc(S(=O)(=O)N2CCC(C(N)=O)(N3CCCCC3)CC2)cc1	-6	-28	3[fluorescence artefact?]	-7	5	-7	/	-3	-1
CCOc1ccc(CC2CCC(=O)NC2=O)cc1 (stereo not drawn)	-12	-22	-2	-4	0	-19	-0.24	4	-2
Cc1cccc(/C=C2/C(=O)/C(=C/c3ccccc3C)C3CCC2N3C)c1 (stereo not drawn)	-27	3[20 µM]	-1	1	-4	9	1.4	/	3
COCCOC1CCN(Cc2cn(Cc3ccccc3)nc2-c2cc3ccccc3o2)CC1	-10	-25	-3	2	-6	-2	-0.45	-6	-6
Cc1ccc(NC(=O)C2CCN(c3cnccn3)CC2)cc1	5	-10	-1	-4	3	-12	0.64	-9	-6
O=C(CCCNC(=O)/C(=C/c1ccc(Br)cc1)NC(=O)c1ccccc1)OCc1ccccc1	-5	-18	2	14	4	7	-2.9	-3	7
CCc1c(C)[nH]c2ccccc2c1=O	-18	-14	3[fluorescence artefact?]	-22	-12	6	7.6*	-5	19[fluorescence artefact?]
CSc1nc2c(c(=O)[nH]1)C(c1ccc(C(F)(F)F)cc1)CC(=O)N2 (stereo not drawn)	-11	-18	-1	-6	4	-3	-1.6	4	-5
COc1cccc(-n2nnnc2SCC(=O)Nc2ccc(C(C)=O)cc2)c1	-18	-7[20 µM]	-4	-7	4	4	0.46	-9	38[fluorescence artefact?]
Cc1ccc(NC(=O)COC(=O)Cc2ccsc2)cc1S(=O)(=O)N1CCOCC1	4	-13	14	-17	-10	-5	-0.5	3	-10[fluorescence artefact?]
COc1ccc([N+](=O)[O-])cc1NC(=O)Cc1noc2ccc(C)cc12	-14	-20	-3	3	-18	-2	0.99	-10	-6
CC(C)c1ccc(/C=C/C2=NNC(=O)CC2)cc1	-6	0	1	12	-1	-2	/	-7	2
Cc1cccc(NC(=O)C2CC(=O)OC23CCCCC3)c1 (stereo not drawn)	-24	-7[20 µM]	-1	-11	-8	1	0.34	-8	11[fluorescence artefact?]
Cc1ccccc1OCC(=O)Nc1cccc(C(=O)O)c1	-11	-18	0	-3	-5	1	0.048	0	-15
COC(=O)c1sccc1NC(=O)CN1CCN(c2ccc(F)cc2)CC1	-12	-20	6	-7	-2	-6	-0.38	3	3
CCCOc1ccccc1-n1sc2c(c1=S)-c1cc(OC)cc3c1N(C(=O)C3=O)C2(C)C	-19	-7[20 µM]	-13[fluorescence artefact?]	-9	4	3	/	2	7
O=C(Nc1ccc(NC(=O)C2CC2)nc1)c1ccccn1	-3	-15	-4	0	-3	-8	/	9	-2
Cc1[nH]c2ccccc2c1/C=N/Nc1ccccn1	-4	-13	-2	6	-7	-2	0.35	-5	-17
CCn1nc(C)c(CNC(=O)CC2C(=O)NCCN2CC(C)(C)C)c1C (stereo not drawn)	-9	-10	2	2	-2	-11	0.76	9	-6
CCOc1cccc(N2C(=O)CC(N(CCc3ccc(OC)c(OC)c3)C(=O)CC)C2=O)c1 (stereo not drawn)	-4&-3	-12[20 µM]	-17&-5[fluorescence artefact?]	-11	-10&-7	-11	2.2	-3&10	-1&-2[fluorescence artefact?]
COc1ccc(C(C(=O)Nc2ccc(F)cc2)N(C(=O)Cn2nnc3ccccc32)C2CC2)cc1 (stereo not drawn)	7	-24[20 µM]	14	6	-4	0	/	/	-7
COc1ccc(C(=O)OCC(=O)Nc2cc(C)c(C)cc2[N+](=O)[O-])cc1	-16	-17	0	-10	21	-4	-0.2	6	3
COc1ccc(-c2[nH]ncc2/C=N/NC(=O)c2cc(Br)ccc2O)c(OC)c1	-8	-12	5	-22	-57	-1	0.65	-10	-16[fluorescence artefact?]
Cc1ccc(Cl)cc1N1CCN(Cc2nc3c(c(=O)[nH]c(=O)n3C)n2CCc2ccccc2)CC1	-18	-12[20 µM]	0	-11	-3	-1	-0.72	-3	3[fluorescence artefact?]
CSc1ccccc1COC(=O)Nc1ccccc1C	-4	-9	3	-4	-21	-11	-0.72	-13	-8
COC(=O)c1c(C)[nH]c(O)c1C=Nc1ccc(Oc2ccccc2)cc1	-7	3	-1	2	-6	2	-0.56	-10	0
